Bioassay records: PubChem BioAssay, several laboratories
MC4R antagonist: human MC4R antagonism in cAMP assay. P32245. MC4R-expressing cells, MTII-stimulated cAMP, LANCE TR-FRET. inhibition, % at 6.5 µM. 0.48% of 360,000 active. AID 540295;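 active = inhibition above its plate's cutoff, the mean of tested wells on that plate plus 3 SD, cut at about 29% in these data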;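 also: 0% = Melanotan II alone and 100% = Melanotan II plus saturating MCL0020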
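Assay system: U2OS cells stably expressing human melanocortin 4 receptor (MC4R) / Dosing: 6.5 µM / Timing: compound 30 min, challenge 1 h, detection 1 h / Measured by: Eu-cAMP/anti-cAMP TR-FRET, emission 671 nm / Replicates: singlicate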
ABHD5 PLIN5 PPI: blocks binding of human ABHD5 to perilipin-5 | inhibition, % at 4 µM | Q00G26+Q8WTS1 | AID 602281 | 0.78% of 360,000 active | Split G. princeps luciferase complementation, luminescence, 4 h;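 active = inhibition above the mean inhibition across every tested compound plus 3 SD, cut at about 22% in these data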;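 also: 0% = DMSO only wells and the 100% control is not disclosed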
Glyco luc inh: N-linked glycosylation inhibition; reporter increase, % at 12.5 µM; D54 ERlucT glycosylation luciferase reporter, 24 h; percent of 100 nM tunicamycin response; 0.23% of 360,000 active; AID 588692;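 active = mean luciferase reporter signal, scaled so untreated is 0 and the glycosylation-blocking control 100, at or above a set limit in every replicate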;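 also: luciferase carries N-glycosylation sites so blocking glycosylation raises the light; 0% = median of neutral control wells and 100% = median of 100 nM tunicamycin wells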
aDG glyco act: increases alpha dystroglycan glycosylation; Pro5-aDG cells, alpha-DG glycosylation AlphaScreen (IIH6); 0% Pro5, 100% B10-LARGE cell signal; activation, % at 10 µM; 0.22% of 360,000 active; AID 624168;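 active = activation of at least 8% versus controls, or a plate z-score of at least 8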;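 also: Pro5 are CHO cells carrying HIG-tagged alpha-DG that lacks glycosylation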
Exocytosis inh: blocks lytic granule exocytosis; TALL-104 LAMP-1 surface exposure, flow cytometry; cells stimulated with thapsigargin and PMA; inhibition, % at 10 µM; 0.66% of 360,000 active; AID 651702;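 active = inhibition above about 55%, limit read from the data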
Cardio protect: myocardial damage modulation in H9c2 cells; H9c2 cardiomyocytes, H2O2 injury protection, ATPLite, 2 h; protection from H2O2 cell death, % at 20 µM; 0.63% of 360,000 active; AID 588492;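 active = compounds giving at least 50% protection of heart cells from peroxide-induced death in the single-dose screen, raw or plate-pattern-corrected value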;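 also: 0% = DMSO wells with peroxide and 100% = DMSO wells without peroxide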
MC4R barr agon: activates human MC4R beta-arrestin recruitment | U2OS MC4R beta-arrestin complementation, luminescence; percent of melanotan II response, DMSO zero | activation, % at 8.9 µM | 0.98% of 360,000 active | AID 540308;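 active = activation above a per-plate cutoff, the mean activation of sample wells on that plate plus 3 SD, cut at about 8% in these data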
m5-HT2A agonist: mouse HTR2A agonism via beta-arrestin recruitment. P35363. CHO-K1 mHTR2A beta-arrestin complementation, luminescence; percent of 30 µM serotonin response. AID 624169. activation, % at 7.6 µM. 0.66% of 360,000 active;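 active = activation above a run cutoff, the mean activation of all tested compounds plus 3 SD, cut at about 14% in these data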;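 also: 0% = plate median of compound wells and 100% = 30 µM serotonin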
iPSC survival up: increases survival of single human iPS cells; hiPSC single-cell survival, ATPlite luminescence; 100% = ROCK inhibitor wells, 0% = DMSO; survival enhancement, % at 20 µM; 0.044% of 360,000 active; AID 602274; in the data active = survival enhancement above about 18%;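 also: cells exposed to compounds for 16 hours before the ATP read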
ABCB6 inh 2: human ABCB6 transporter inhibition; Q9NP58; K562-ABCB6 porphyrin accumulation, flow cytometry, 1 h; stronger effect = lower value; fluorescence ratio to DMSO, % at 10 µM; 0.19% of 360,000 active;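 active = fluorescence ratio to DMSO below 75%, the collection mean minus 3 SD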;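 also: signal is porphyrin accumulated inside mitochondria; 100% equals median channel fluorescence of DMSO control wells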
Target sequence (Q9NP58 whole entry, looked up): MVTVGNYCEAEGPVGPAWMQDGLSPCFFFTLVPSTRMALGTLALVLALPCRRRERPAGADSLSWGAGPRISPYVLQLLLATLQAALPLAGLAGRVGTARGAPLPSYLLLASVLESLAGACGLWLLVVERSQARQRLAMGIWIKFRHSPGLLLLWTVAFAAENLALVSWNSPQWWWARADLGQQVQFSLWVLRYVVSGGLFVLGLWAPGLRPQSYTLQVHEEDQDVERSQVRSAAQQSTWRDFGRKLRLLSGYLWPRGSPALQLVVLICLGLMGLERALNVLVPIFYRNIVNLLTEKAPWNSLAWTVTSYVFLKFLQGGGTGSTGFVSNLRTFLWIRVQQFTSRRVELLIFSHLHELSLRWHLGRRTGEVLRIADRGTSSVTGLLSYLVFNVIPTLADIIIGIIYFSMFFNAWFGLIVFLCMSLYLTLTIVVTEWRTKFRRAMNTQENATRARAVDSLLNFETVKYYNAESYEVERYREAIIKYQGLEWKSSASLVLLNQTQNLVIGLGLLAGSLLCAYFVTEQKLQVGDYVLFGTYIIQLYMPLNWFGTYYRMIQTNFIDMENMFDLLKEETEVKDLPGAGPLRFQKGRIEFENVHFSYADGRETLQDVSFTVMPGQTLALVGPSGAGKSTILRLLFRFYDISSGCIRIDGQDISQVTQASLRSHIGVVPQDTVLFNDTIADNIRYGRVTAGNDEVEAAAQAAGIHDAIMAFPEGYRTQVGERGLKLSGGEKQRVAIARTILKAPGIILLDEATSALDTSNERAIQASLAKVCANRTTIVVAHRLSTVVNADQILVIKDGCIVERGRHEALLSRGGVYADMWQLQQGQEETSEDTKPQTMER
* marks the source's active call; other numbers are inactive results; · = no result given.

Every second line gives: MC4R antagonist	ABHD5 PLIN5 PPI	Glyco luc inh	aDG glyco act	Exocytosis inh	Cardio protect	MC4R barr agon	m5-HT2A agonist	iPSC survival up	ABCB6 inh 2
> Cc1ccc(S(=O)(=O)N2CCN(CC(=O)N/N=C/c3ccc(Br)s3)CC2)cc1
→ -1	-1	4	-0.1	0	-6	0.3	-4	0.1	99
> CCOc1ccc(NC(=O)Cn2nnc(-c3ccc(C(N)=O)cc3)n2)cc1S(=O)(=O)N1CCCC1
→ 1	1	0	0.7	3	-7	3.3	-3	-0.5	107
> COc1ccccc1NC(=O)Cn1cnc2sc(C(=O)NCc3ccco3)c(C)c2c1=O
→ 7	5	1	-0.1	6	4	1.2	5	0.0	100
> NC[C@@H]1O[C@H](C23CC4CC(CC(C4)C2)C3)Cc2c1ccc(O)c2O
→ -22	0	-7	0.3	6	28	0.4	26*	-4.8	140
> COc1cc(C=C2C(=O)c3ccccc3C2=O)ccc1O
→ 1	18	2	-0.1	6	-16	2.6	6	0.2	102
> OCCCc1nc2ccccc2n1CCc1ccccc1
→ 5	5	4	0.0	2	7	-1.7	-7	-1.1	100
> O=C(NCc1ccc(F)cc1)C1CCCN1S(=O)(=O)c1ccc(F)cc1 (stereo unspecified)
→ 3	-9	0	-0.1	1	3	-3.1	5	1.7	97
> C/C(CC(=O)Nc1ccc(C)c(Cl)c1)=N\NC(=O)Cc1cnc(N)s1
→ -1	3	2	-0.2	1	-6	-0.9	-3	1.5	98
> CC(C)c1nnc(NC(=O)CCS(=O)(=O)c2nc(-c3cccs3)cc(C(F)(F)F)n2)s1
→ -7	37*	-14	0.7	24	3	-1.5	-3	-4.9	95
> COC1OC(COCc2ccccc2)C(N)C(OCc2ccccc2)C1OCc1ccccc1 (stereo unspecified)
→ 0	-4	-3	0.2	8	0	3.9	0	4.4	89
> O=C(NCc1cccc(F)c1)C1CCC(=O)N(C2CC2)C1 (stereo unspecified)
→ 0	3	2	0.1	-2	10	-2.4	5	-0.1	91
> N/C(=N\OC(=O)c1ccc(Cl)cc1Cl)c1ccccn1
→ 5	-10	-22	0.0	-5	-25	-1.0	2	-6.3	99
> Cc1cccc(C(=O)OCc2cncs2)c1
→ -5	0	-1	-0.3	-2	-1	-2.5	-3	0.8	96
> CCCNC(=O)c1nn2c(C(F)(F)F)cc(-c3ccccc3)nc2c1Cl
→ -6	7	0	0.2	-25	3	0.7	6	-0.4	93
> CN(CC(=O)Nc1cccc(F)c1)C(=O)c1cccnc1Sc1ccccc1
→ 12	-4	-2	0.6	10	6	-4.0	-3	-0.5	95
> O=c1c(Cc2c(F)cccc2Cl)c(O)ccn1CC1CCCO1 (stereo unspecified)
→ 16	6	-1	-0.3	2	14	-1.3	-2	-0.8	99
> O=C(Nc1ccccc1N1CCCC1)c1ccc2c(c1)OCO2
→ -7	-3	0	0.0	-2	0	-1.4	-2	1.6	88
> CCOC(=O)c1sc(NC(=O)/C=C/c2cnn(C)c2C)c(C(=O)OC(C)C)c1C
→ 18	-3	-5	0.1	-2	5	-2.0	-1	1.0	94
> Cc1nn(C(=O)c2cccs2)c(C)c1CN1C(=O)c2ccccc2C1=O
→ -11	-2	5	0.1	-3	-14	2.8	-1	2.7	98
> C=CCOC(=O)C1=C[C@H](c2ccc(Br)cc2)[C@@H](CCCO)[C@H](OCC)O1
→ 5	1	-1	0.8	4	-10	1.4	3	0.3	102
> COc1ccccc1Nc1ccc(S(=O)(=O)N2CCCCC2)cc1[N+](=O)[O-]
→ 7	6	-1	-0.4	-6	-4	-2.5	5	0.7	102
> Cc1ccc(-c2ccc(/C=N/O)o2)cc1[N+](=O)[O-]
→ 6	-7	-1	-0.7	2	-16	0.8	4	0.7	96
> O=C(CCOc1ccccc1)Nc1ccnn1C1CCN(C(=O)CCC(F)(F)F)CC1
→ 1	-3	0	0.2	8	11	-1.6	5	-0.5	100
> O=C(N/N=C1\CCCc2ccccc21)c1cccc(Br)c1
→ 8	-2	3	0.2	-2	-6	-0.4	0	-0.1	99
> O=C1/C(=C/c2cccc(F)c2)Oc2cc(O)ccc21
→ 2	6	0	-0.1	8	-12	-1.1	-3	-0.2	96
> CC(=N\O)/C(CN(C)C)=N/O
→ 6	1	2	-0.1	-1	5	-1.1	4	0.2	97
> CCN(CC(=O)Nc1ccccc1C(F)(F)F)C(=O)CSCC(=O)Nc1cc(C)on1
→ -2	6	1	0.2	-2	0	0.4	1	0.2	99
> O=C(Nc1ccc(F)c(Cl)c1)c1ccccc1
→ -2	0	-2	0.0	-7	-8	-1.3	-5	-2.4	92
> O=C(Nc1ccc2[nH]c(=O)[nH]c2c1)c1ccc(Br)o1
→ 4	-3	2	0.1	-8	-3	-5.3	1	-0.5	107
> CN(C)S(=O)(=O)c1ccc(NC(=O)C2CC(=O)N(Cc3ccccc3Cl)C2)cc1 (stereo unspecified)
→ 6	-2	2	-0.3	1	-3	-3.8	9	1.0	100

9 compounds already listed, arranged by heavy-atom count, descending:
Every second line gives: MC4R antagonist	ABHD5 PLIN5 PPI	Glyco luc inh	aDG glyco act	Exocytosis inh	Cardio protect	MC4R barr agon	m5-HT2A agonist	iPSC survival up	ABCB6 inh 2
> COC1OC(COCc2ccccc2)C(N)C(OCc2ccccc2)C1OCc1ccccc1 (stereo unspecified)
→ 0	-4	-3	0.2	8	0	3.9	0	4.4	89
> COc1ccccc1NC(=O)Cn1cnc2sc(C(=O)NCc3ccco3)c(C)c2c1=O
→ 7	5	1	-0.1	6	4	1.2	5	0.0	100
> Cc1ccc(S(=O)(=O)N2CCN(CC(=O)N/N=C/c3ccc(Br)s3)CC2)cc1
→ -1	-1	4	-0.1	0	-6	0.3	-4	0.1	99
> COc1ccccc1Nc1ccc(S(=O)(=O)N2CCCCC2)cc1[N+](=O)[O-]
→ 7	6	-1	-0.4	-6	-4	-2.5	5	0.7	102
> C=CCOC(=O)C1=C[C@H](c2ccc(Br)cc2)[C@@H](CCCO)[C@H](OCC)O1
→ 5	1	-1	0.8	4	-10	1.4	3	0.3	102
> C/C(CC(=O)Nc1ccc(C)c(Cl)c1)=N\NC(=O)Cc1cnc(N)s1
→ -1	3	2	-0.2	1	-6	-0.9	-3	1.5	98
> O=C(Nc1ccccc1N1CCCC1)c1ccc2c(c1)OCO2
→ -7	-3	0	0.0	-2	0	-1.4	-2	1.6	88
> O=C(N/N=C1\CCCc2ccccc21)c1cccc(Br)c1
→ 8	-2	3	0.2	-2	-6	-0.4	0	-0.1	99
> O=C1/C(=C/c2cccc(F)c2)Oc2cc(O)ccc21
→ 2	6	0	-0.1	8	-12	-1.1	-3	-0.2	96

(further entries)
Every second line gives: MC4R antagonist	ABHD5 PLIN5 PPI	Glyco luc inh	aDG glyco act	Exocytosis inh	Cardio protect	MC4R barr agon	m5-HT2A agonist	iPSC survival up	ABCB6 inh 2
> CN(C)c1ccc(C(C(=O)NCC2CCCO2)N(C(=O)c2snc(C(N)=O)c2N)c2ccccc2)cc1 (stereo unspecified)
→ 2	2	-3	-0.3	18	45	-0.9	4	-0.3	95
> CC1(C)CC(=O)C(CC2=C(O)CC(C)(C)CC2=O)C(=O)C1
→ 6	12	1	-0.2	1	0	-1.1	1	1.3	98
> Cc1cccc(CSCc2ccc(C(=O)O)o2)c1
→ 6	5	0	0.0	-12	7	0.1	2	-0.8	98
> CC1(c2ccc(NC(=O)c3ccccc3F)cc2)CC1(Cl)Cl (stereo unspecified)
→ 9	-7	-3	0.2	13	-11	-0.4	-1	-0.3	98
> Cc1ccc(S(=O)(=O)N2CCCCC2)cc1C(=O)N(C)CC(=O)Nc1ccc(Cl)c(C(F)(F)F)c1
→ 1	-3	10	0.6	7	-12	-2.3	-14	-0.1	91
> O=C(NC1(C(F)(F)F)N=C2SCCN2C1=O)c1cccnc1 (stereo unspecified)
→ 16	-7	0	0.7	-2	-5	-1.4	0	-0.6	107
> COc1ccc(NCC(=O)N/N=C/c2cc([N+](=O)[O-])ccc2N2CCCC2)cc1
→ -3	4	2	-0.4	2	2	-2.0	-1	0.9	97
> OC(Cc1ccncc1)c1ccccc1Cl (stereo unspecified)
→ 8	0	-1	0.1	0	-2	-0.5	3	-0.2	93
> Cc1ccc2cc(F)ccc2n1
→ ·	5	·	-0.2	8	·	·	-1	-0.3	95
> Cn1c(NC(=O)c2ccc(Br)o2)cc(=O)n(C)c1=O
→ 0	4	3	-0.1	1	2	-2.1	0	1.3	87
> O=C(COc1ccc2ccc(=O)oc2c1)NC1CCCCC1
→ 0	10	0	0.1	0	2	2.4	-1	-0.3	83
> Cc1nc2ccccc2nc1OCC(=O)Nc1ccccc1
→ 3	0	2	0.0	-1	2	-1.6	-2	-0.4	101
> CCCn1c(=O)[nH]c(=O)c2c1nc(-c1cccs1)n2CCOC
→ -3	8	3	-0.1	1	-2	0.3	0	0.2	92
> O=C(NNc1cccc(Cl)n1)Nc1ccccc1Cl
→ 2	1	3	0.0	0	0	-1.0	2	1.8	96
> Fc1cccc(/C=N/NC(=S)Nc2ccccc2Cl)c1
→ -8	3	2	0.5	-5	-7	1.5	12	-0.2	104
> CC(=O)NCCCc1nc2ccccc2n1Cc1ccccc1C
→ 4	5	1	0.0	-4	6	-0.2	-3	0.6	86
> CC1=C(C(=O)N(C)C)C(c2ccc(N3CCOCC3)cc2)NC(=O)N1 (stereo unspecified)
→ -3	-4	-3	-0.2	3	14	-2.7	9	-0.2	106
> CC(C)(C)c1ccc(OCCNC(=S)NC(=O)c2cccnc2)cc1
→ -3	7	-1	0.0	16	1	0.6	9	-0.6	93
> O=C(Cc1cccs1)NCCCc1ccccc1
→ -4	-5	-2	-0.1	4	4	-1.9	-1	-0.2	99
> CC1=C(C(=O)N(C(C)C)C(C)C)CC(CC(=O)NCCCCc2ccccc2)C(=O)N1CCC1=CCCCC1 (stereo unspecified)
→ ·	5	-4	0.5	34	0	·	-9	4.8	94
> COC(=O)[C@]12CCCCC=C1N(CCc1ccc(OC)c(OC)c1)C(=O)[C@H](CC(=O)NCc1ccc(OC)c(OC)c1)C2
→ ·	-1	·	0.2	-5	·	·	-2	·	·
> O=C(O)c1ccccc1Sc1c([N+](=O)[O-])cc(C(F)(F)F)cc1[N+](=O)[O-]
→ 8	27*	4	0.0	4	-3	-1.5	0	-0.7	86
> CC(=O)N1N=C(c2ccc(Br)cc2)CC1c1cn(C)c2ccccc12 (stereo unspecified)
→ 11	0	-3	0.1	-3	3	1.3	2	3.5	101
